APP 5'UTR act = APP 5'UTR luciferase reporter activation; activation, % at 2 µM; SH-SY5Y APP 5'UTR luciferase reporter, luminescence; zero percent = DMSO vehicle wells; AID 1276; 190,000 tested, 1% active;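 active = activation above a set limit, based on mean plus 3 SD of controls, cut at about 140% in these data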; note: values of inactives mirror those of a sister screen read the other way
FLuc inh counter = Photinus pyralis luciferase inhibition counter-screen; 200,000 tested, 1.5% active; AID 1006; P08659; inhibition, % at 10 µM; ATPLite firefly luciferase biochemical luminescence, 10 min;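 active = inhibition above about 50% when tested at 10 µM, limit read from the data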
TLR4 MyD88 comp = blocks binding of human TLR4 to MyD88 | O00206+Q99836 | HeLa CL3-4 TLR4/MyD88 BLA complementation, FRET ratio | inhibition, % at 8.4 µM | 200,000 tested, 0.18% active; in the data active = inhibition above about 25%;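 note: 0% = vehicle and 100% = reference inhibitor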
Target sequence (O00206 whole entry, looked up): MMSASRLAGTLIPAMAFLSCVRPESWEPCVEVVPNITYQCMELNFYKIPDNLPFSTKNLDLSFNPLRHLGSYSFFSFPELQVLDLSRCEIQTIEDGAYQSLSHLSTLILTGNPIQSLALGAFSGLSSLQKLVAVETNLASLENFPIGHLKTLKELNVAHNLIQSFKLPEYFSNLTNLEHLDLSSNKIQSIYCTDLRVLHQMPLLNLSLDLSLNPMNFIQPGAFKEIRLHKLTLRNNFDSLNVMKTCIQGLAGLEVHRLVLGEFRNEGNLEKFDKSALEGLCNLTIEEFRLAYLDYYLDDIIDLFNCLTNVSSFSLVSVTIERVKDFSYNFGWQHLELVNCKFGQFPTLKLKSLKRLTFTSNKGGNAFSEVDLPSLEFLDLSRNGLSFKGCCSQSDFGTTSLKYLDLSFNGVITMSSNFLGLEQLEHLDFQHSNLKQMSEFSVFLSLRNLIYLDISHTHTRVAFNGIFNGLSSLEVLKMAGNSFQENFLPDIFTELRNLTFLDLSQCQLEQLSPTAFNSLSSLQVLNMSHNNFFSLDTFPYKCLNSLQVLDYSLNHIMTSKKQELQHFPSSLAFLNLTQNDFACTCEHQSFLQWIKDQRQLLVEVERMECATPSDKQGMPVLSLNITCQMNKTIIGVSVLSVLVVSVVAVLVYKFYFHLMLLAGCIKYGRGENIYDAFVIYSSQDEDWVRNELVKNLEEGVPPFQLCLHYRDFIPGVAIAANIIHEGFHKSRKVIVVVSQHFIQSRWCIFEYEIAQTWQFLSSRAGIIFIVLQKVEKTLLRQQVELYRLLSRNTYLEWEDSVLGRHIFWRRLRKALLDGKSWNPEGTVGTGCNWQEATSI
Target sequence (Q99836 whole entry, looked up): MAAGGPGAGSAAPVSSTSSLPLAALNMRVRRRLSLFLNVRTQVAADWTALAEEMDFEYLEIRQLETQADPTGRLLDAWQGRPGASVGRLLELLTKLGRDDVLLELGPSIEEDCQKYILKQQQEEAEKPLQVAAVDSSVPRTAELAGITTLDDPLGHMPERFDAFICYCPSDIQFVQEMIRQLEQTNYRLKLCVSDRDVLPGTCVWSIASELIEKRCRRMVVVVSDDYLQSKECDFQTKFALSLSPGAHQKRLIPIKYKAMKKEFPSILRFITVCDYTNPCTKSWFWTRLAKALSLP
Diaph act CS = counter-screen for diaphorase-based assays: diaphorase activators and chemical reducers | Diaphorase/resazurin coupled assay, resorufin fluorescence, 16 min; stronger effect = higher value; 1 = vehicle wells, 0 = NADH-free wells | activation factor at 20 µM | 190,000 tested, 0.005% active;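 active = diaphorase activity raised at least twofold by the compound at 20 µM; inactive = activation factor below 2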
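Test system: Clostridium kluyveri diaphorase, purified enzyme. Buffer or medium: 50 mM HEPES pH 7.4 buffer plus MgCl2 and Tween 20. Also added: 0.114 mM NADH and 0.1 mM resazurin, final amounts. Dosing: compound 20 µM once, DMSO 1%. Schedule: 16 min enzyme reaction, ambient temperature. Detection: fluorescence of resorufin, 544 nm excitation, 590 nm emission.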
G6PDH counter = L. mesenteroides G6PDH inhibition counter-screen; inhibition, % at 5 µM; Purified L. mesenteroides G6PDH, diaphorase/resazurin coupled fluorescence, 45 min; 200,000 tested, 0.12% active; AID 1020; in the data active = inhibition above about 50%
APP 5UTR inh = APP translation inhibition; SH-SY5Y APP 5'UTR-luciferase reporter, luminescence; inhibition, % at 2 µM; 190,000 tested, 0.82% active; AID 1285;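 active = inhibition above a set limit, derived from the sample mean plus 3 SD, cut at about 45% in these data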; note: values of inactives mirror those of a sister screen read the other way
FLuc act counter = firefly luciferase counter-screen for stimulation assays. 200,000 tested, under 10 active. ATPlite luciferase biochemical, luminescence, 10 min; 0 = ATP-free wells, 1 = DMSO control. AID 1027. activation factor at 10 µM. P08659;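 active = luciferase activation factor, scaled between plate controls, of at least 2 with compound at 10 µM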
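Assay system: Luciferase/luciferin detection reagent, cell-free biochemical luciferase assay / Also added: ATP substrate / Schedule: 10 min at ambient temperature / Measured by: luminescence measurement of luciferase light output / Benchmarks: low control with PBS replacing ATP, high control enzyme plus ATP without compound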
STAT1 activator = activators of IFN-gamma induced STAT1 signaling. NIH 3T3 STAT1-luciferase reporter, luminescence; 100% = IFN-gamma alone, no compound. activation (% of control), % at 5.5 µM. 200,000 tested, 2.6% active;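 active = activation above the screen-wide mean activation plus 3 SD, cut at about 130% in these data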;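 note: raw ratio to IFN-gamma control signal so 100% means no change and 0% no light; values of inactives mirror those of a sister screen read the other way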
Diaphorase inh = inhibits diaphorase or chemically oxidizes, flagging diaphorase assay artifacts. diaphorase resazurin-to-resorufin fluorescence, NADH, 16 min; bacterial (C. kluyveri) enzyme, not human. inhibition, % at 20 µM. 190,000 tested, 0.69% active. AID 1217;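 active = primary screen inhibition at 20 µM above a set limit, cut at about 50% in these data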;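 note: plate controls were DMSO with full reaction for no effect and wells lacking NADH for full effect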
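controls = No-NADH positive control and DMSO neutral control | system = Clostridium kluyveri diaphorase enzyme | timing = reaction incubation of 16 min at room temperature | signal = resorufin fluorescence 544/590 nm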
NF-kB neuron act = raises NF-kB expression in human neuronal cells; NF-kB reporter expression; stronger effect = higher value; 190,000 tested, 1.6% active; fold change at 12.5 µM; in the data active = fold change above about 3.3
* marks the source's active call; other numbers are inactive results.

(1) Cn1c(CCNC(=O)c2ccccc2)nc2cc(NC(=O)c3ccco3)ccc21
(2) CCOC(=O)c1c(NC(=O)CSc2nc3ccccc3s2)sc(C(C)=O)c1C
(3) O=C(CCCNS(=O)(=O)c1cccc2nsnc12)NCc1ccccc1
(4) CCCCNc1ccc2nsnc2c1[N+](=O)[O-]
(5) COc1ccc(C(=O)n2nc(C)cc2C)cc1OC
(6) CC(C)Cn1c(N)c(C(=O)COC(=O)c2cc(-c3ccccc3)nc3ccccc23)c(=O)n(C)c1=O
(7) COc1ccc(CNC(=O)CS(=O)Cc2nc(-c3ccc(C)cc3)oc2C)cc1 (stereo unspecified)
(8) CCNc1nc(SCc2ccccc2)nc(N2CCOCC2)n1

compound no.	1	2	3	4	5	6	7	8
APP 5'UTR act	-3	17	2	-7	19	-22	-7	8
FLuc inh counter	1	-4	-2	3	-2	2	-4	-3
TLR4 MyD88 comp	-6	5	-19	-2	4	5	0	-5
Diaph act CS	1	0.8	1	1	0.9	0.9	0.8	0.9
G6PDH counter	1	6	3	-24	2	3	0	3
APP 5UTR inh	3	-17	-2	7	-19	22	7	-8
FLuc act counter	1	1	1	1	1	1	1	1
STAT1 activator	98	86	100	107	100	97	98	97
Diaphorase inh	3	22	2	4	9	14	22	14
NF-kB neuron act	1.1	0.86	1.1	0.96	1.3	0.51	1	1

(9) CN(C)/C=C/c1onc(-c2ccccc2Cl)c1C#N
(10) O=C(NC(=S)Nc1ccc(S(=O)(=O)Nc2nccs2)cc1)c1ccccc1F
(11) CCOc1ccc(C(C(=O)Nc2ccc(F)cc2)N(C(=O)Cn2nnc3ccccc32)C2CC2)cc1 (stereo unspecified)
(12) C=CCn1c(Cc2ccc(OC)cc2)nnc1SCC(=O)c1cccc([N+](=O)[O-])c1
(13) O=C(NNC(=O)c1ccncc1)c1ccncc1
(14) COc1ccc(C2C(C#N)=C(N)Nc3nc4ccccc4n32)cc1 (stereo unspecified)
(15) O=C(O)c1cccc2c1C(=O)N(C1CCCCC1)C2
(16) Cc1ccc2cc(N)ccc2n1

compound no.	9	10	11	12	13	14	15	16
APP 5'UTR act	22	2	2	7	6	2	5	0
FLuc inh counter	2	-4	-2	1	-7	-4	-4	-4
TLR4 MyD88 comp	-4	-3	-3	-3	0	0	-6	-1
Diaph act CS	0.9	0.9	0.8	0.9	1.1	0.9	0.9	0.6
G6PDH counter	-6	2	6	5	9	13	3	22
APP 5UTR inh	-22	-2	-2	-7	-6	-2	-5	0
FLuc act counter	1	1	1	1	1.1	1	1	1
STAT1 activator	109	96	104	90	104	101	93	100
Diaphorase inh	9	8	21	10	-11	7	9	41
NF-kB neuron act	2.1	1.3	0.6	0.92	0.92	1.3	0.96	1.2

(17) COc1ccc(N2C(=O)C3C(C2=O)C2C=CC3C23CC3)c(OC)c1 (stereo unspecified)
(18) COc1cccc(C2CC(C(F)(F)F)n3ncc(C(=O)Nc4c(C)n(C)n(-c5ccccc5)c4=O)c3N2)c1 (stereo unspecified)
(19) Cc1ccc(NC(=O)c2sccc2C)cc1S(=O)(=O)N(C)C
(20) COc1ccc(NS(=O)(=O)c2ccc(O)c(NC(=O)c3cc4c(C)nn(-c5ccc(F)cc5)c4s3)c2)cc1
(21) COc1cc(/C=C2\SC(=Nc3c(C)n(C)n(-c4ccccc4)c3=O)NC2=O)ccc1O
(22) CSc1nnc2c3ccccc3n(Cc3ccccc3)c2n1
(23) O=C(N1CCOCC1)N(Cc1ccco1)CC1CCCO1 (stereo unspecified)
(24) O=S(=O)(NCc1cccnc1)c1cccc2nsnc12

compound no.	17	18	19	20	21	22	23	24
APP 5'UTR act	0	4	2	-33	-7	-11	-7	9
FLuc inh counter	25	-9	7	-6	-2	-2	-4	-5
TLR4 MyD88 comp	-2	17	4	-6	-16	9	-6	-9
Diaph act CS	0.9	1.1	0.9	0.9	0.9	1	0.8	0.9
G6PDH counter	-1	7	9	-6	12	8	9	6
APP 5UTR inh	0	-4	-2	33	7	11	7	-10
FLuc act counter	0.8	1.1	0.9	1.1	1	1	1	1.1
STAT1 activator	105	110	115	95	92	89	99	112
Diaphorase inh	13	-14	9	14	12	5	20	10
NF-kB neuron act	1.2	0.98	1.1	1.1	0.77	1	0.94	0.98

(25) O=C1COc2ccc(C(=O)COC(=O)C3CCN(S(=O)(=O)c4cccs4)CC3)cc2N1
(26) COc1cc(C(=O)Nc2ccc(O)cc2)ccc1OC(C)=O
(27) O=C1CCCN1CC1CCCN(Cc2nc(COc3ccccc3)no2)C1 (stereo unspecified)
(28) O=C(CN1CCN(c2ccccc2)CC1)Nc1cccc([N+](=O)[O-])c1
(29) CCC(C)(C)NC(=O)COc1ccc(OCc2ccccc2)cc1
(30) COc1ccc(CCNC(=O)C2CC(=O)N(CCc3ccc(C)cc3)C2)cc1OC (stereo unspecified)
(31) O=S(=O)(c1ccccc1)N1CCC(n2nnc3cc(F)ccc32)CC1
(32) CCOc1nc(C)ccc1-c1noc(-c2ccccn2)n1

compound no.	25	26	27	28	29	30	31	32
APP 5'UTR act	6	8	4	6	-2	10	-1	16
FLuc inh counter	-6	3	-7	-1	0	-6	-2	5
TLR4 MyD88 comp	-1	-9	0	-4	6	1	-1	-17
Diaph act CS	0.8	0.8	0.9	1	0.9	1.2	0.9	1
G6PDH counter	-2	-1	6	2	3	8	-4	0
APP 5UTR inh	-6	-8	-4	-6	2	-10	1	-16
FLuc act counter	1.1	1	1.1	1	1	1.1	1	1
STAT1 activator	95	108	102	92	97	98	99	113
Diaphorase inh	19	16	9	5	8	-21	10	-5
NF-kB neuron act	1	1.8	0.99	1	1.3	1	1.1	1.4

(33) CC12CCC(C(=O)N3CCN(C(c4ccccc4)c4ccccc4)CC3)(OC1=O)C2(C)C (stereo unspecified)
(34) Cc1nnc(SCc2ccc(CC(=O)O)cc2)o1
(35) CN(C1CCCC1)C1CCN(C(=O)CNC(=O)/C=C/c2cccc(C(F)(F)F)c2)CC1
(36) CC1(C)Nc2ccccc2N(Cc2ccc([N+](=O)[O-])cc2)C1=O
(37) CC(=O)Nc1cccc(NC(=O)CSc2nc(C)c(C)c(C)c2C#N)c1
(38) Cc1ccc(C(=O)NC(=S)Nc2ccccc2N2CCCC2)cc1[N+](=O)[O-]
(39) O=C(CN1C(=O)C2C3C=CC(C3)C2C1=O)Nc1cccc(S(=O)(=O)N2CCCC2)c1 (stereo unspecified)
(40) OC(CN1CCOCC1)CN1CCOCC1

compound no.	33	34	35	36	37	38	39	40
APP 5'UTR act	0	-2	1	16	-4	18	4	3
FLuc inh counter	-8	-7	-8	-9	-3	-6	-2	-9
TLR4 MyD88 comp	-5	17	4	-11	7	-9	-8	-3
Diaph act CS	0.8	0.9	1.1	1	0.8	0.9	0.9	1.1
G6PDH counter	6	14	3	6	2	7	-1	10
APP 5UTR inh	0	2	-2	-16	4	-18	-4	-3
FLuc act counter	1.1	1.1	1.1	1.1	1	1.1	1	1.1
STAT1 activator	97	103	93	103	91	95	101	102
Diaphorase inh	17	9	-7	5	20	11	6	-6
NF-kB neuron act	1.1	0.88	1	1.1	0.78	0.73	0.92	0.94

Among those listed so far, these have a cyano group.
(9) CN(C)/C=C/c1onc(-c2ccccc2Cl)c1C#N
(14) COc1ccc(C2C(C#N)=C(N)Nc3nc4ccccc4n32)cc1 (stereo unspecified)
(37) CC(=O)Nc1cccc(NC(=O)CSc2nc(C)c(C)c(C)c2C#N)c1

compound no.	9	14	37
APP 5'UTR act	22	2	-4
FLuc inh counter	2	-4	-3
TLR4 MyD88 comp	-4	0	7
Diaph act CS	0.9	0.9	0.8
G6PDH counter	-6	13	2
APP 5UTR inh	-22	-2	4
FLuc act counter	1	1	1
STAT1 activator	109	101	91
Diaphorase inh	9	7	20
NF-kB neuron act	2.1	1.3	0.78

Two compounds from above, limited to APP 5'UTR act, STAT1 activator and NF-kB neuron act.
nr	molecule	APP 5'UTR act	STAT1 activator	NF-kB neuron act
36	CC1(C)Nc2ccccc2N(Cc2ccc([N+](=O)[O-])cc2)C1=O	16	103	1.1
33	CC12CCC(C(=O)N3CCN(C(c4ccccc4)c4ccccc4)CC3)(OC1=O)C2(C)C (stereo unspecified)	0	97	1.1

Continued:
(41) O=[N+]([O-])c1ccccc1N/N=C/c1c[nH]c2ccccc12
(42) Clc1ccc(C[n+]2cc(-c3ccccc3)n3c2CCC3)cc1Cl
(43) O=C1c2oc3ccc(F)cc3c(=O)c2C(c2cccc(O)c2)N1CCCN1CCOCC1 (stereo unspecified)
(44) CCN(CC)C(=O)c1cn(CCC#N)nc1-c1ccc2c(c1)OCCO2
(45) COc1cccc(C(=O)Nc2sc3c(c2C#N)CCN(C(C)=O)C3)c1
(46) CCOCCCNC(=O)C(NC(=O)c1ccc(=O)[nH]c1)c1ccc(C)cc1 (stereo unspecified)
(47) O=C(CSCC(=O)N1CCCCC1)Nc1nc(-c2ccccc2)c(-c2ccccc2)s1
(48) NC(=O)c1cnn(-c2ccc3ccccc3c2)c1N

compound no.	41	42	43	44	45	46	47	48
APP 5'UTR act	173*	-14	6	4	-92	-7	-3	23
FLuc inh counter	10	-7	2	-7	7	-9	-13	6
TLR4 MyD88 comp	-16	11	-21	-16	-2	13	7	-2
Diaph act CS	0.8	0.9	1	0.9	0.9	0.9	0.8	0.9
G6PDH counter	1	-10	13	6	5	2	18	0
APP 5UTR inh	-173	14	-6	-4	92*	7	3	-24
FLuc act counter	0.9	1.1	1	1.1	0.9	1.1	1.1	0.9
STAT1 activator	151*	86	105	103	89	104	94	114
Diaphorase inh	17	14	1	8	11	7	16	7
NF-kB neuron act	4.2*	0.73	1.1	0.98	1.8	1.2	0.93	1.1

Assay outcomes (PubChem)

Compounds as they come, and some 5.6% of all compounds hit somewhere here.
